Screening results as filed in PubChem.
GC-B act – GC-B (human) receptor activation | hit rate 0.11% among 370,000 | HEK293-GC-B cells, CNP EC30, cGMP TR-FRET; 0% at EC30 CNP, 100% saturating CNP | P20594 | activation, % at 10 µM | AID 1920062;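 active means activation at 10 µM reaching about 35% in either raw or pattern-adjusted values, limit read from the data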
PRMT1 inh – PRMT1 (human) inhibition, primary screen; hit rate 1.3% among 370,000; inhibition, % at 2.79 µM; recombinant PRMT1, activity-based probe fluorescence polarization; Q99873;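 active means inhibition above about 21% made by adding two undisclosed values, limit read from the data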
UHRF1 binding – blocks human UHRF1 binding to methylated DNA; Q96T88; UHRF1 binding to methylated oligo, TR-FRET; inhibition, % at 4.4 µM; hit rate 0.75% among 370,000; in the data active means inhibition above about 21%;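 further: UHRF1 SRA domain binding a hemimethylated CpG hairpin DNA probe; 0% = median of test compound wells and 100% = reference inhibitor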
Target sequence (Q96T88 whole entry, looked up, the tested form may be a part): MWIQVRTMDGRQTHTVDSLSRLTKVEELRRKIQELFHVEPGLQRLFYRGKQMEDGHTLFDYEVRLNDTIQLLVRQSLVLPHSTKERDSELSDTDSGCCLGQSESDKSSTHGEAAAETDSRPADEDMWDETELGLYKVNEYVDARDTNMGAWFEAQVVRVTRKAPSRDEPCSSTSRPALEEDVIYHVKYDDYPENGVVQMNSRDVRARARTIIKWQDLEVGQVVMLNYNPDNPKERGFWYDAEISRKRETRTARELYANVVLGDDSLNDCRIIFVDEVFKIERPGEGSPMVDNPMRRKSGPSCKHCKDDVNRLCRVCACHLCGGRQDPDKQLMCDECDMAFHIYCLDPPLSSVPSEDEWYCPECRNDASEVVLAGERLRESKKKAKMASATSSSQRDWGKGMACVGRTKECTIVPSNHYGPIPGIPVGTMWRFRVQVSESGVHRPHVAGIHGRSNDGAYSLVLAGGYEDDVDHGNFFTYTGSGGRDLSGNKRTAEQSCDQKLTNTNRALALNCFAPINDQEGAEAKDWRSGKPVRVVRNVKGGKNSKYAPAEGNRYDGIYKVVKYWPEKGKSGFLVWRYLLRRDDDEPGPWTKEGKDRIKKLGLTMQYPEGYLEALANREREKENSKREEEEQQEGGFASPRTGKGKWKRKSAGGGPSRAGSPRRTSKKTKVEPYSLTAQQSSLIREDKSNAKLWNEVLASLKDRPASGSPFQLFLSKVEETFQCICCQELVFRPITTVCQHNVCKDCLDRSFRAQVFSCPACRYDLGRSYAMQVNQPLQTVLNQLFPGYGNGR
rCAG RNA binder – binds r(CAG) RNA repeats; r(CAG) RNA repeat, TO-PRO-1 dye displacement fluorescence; inhibition, % at 3 µM; hit rate 1.3% among 370,000;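 active means inhibition above the plate cutoff, the mean of all test compounds on that plate plus 3 SD, cut at about 35% in these data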;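 further: 0% = DMSO alone and 100% = 100 µM mitoxantrone as full dye displacement; higher means more dye released from RNA so lower well fluorescence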
MBD2 inh – blocks human MBD2 binding to methylated DNA | AID 686964 | inhibition, % at 4.4 µM | hit rate 0.31% among 370,000 | TR-FRET, MBD2 binding to methylated oligonucleotide; in the data active means inhibition above about 13%
ABHD4 inh – inhibits mouse alpha/beta hydrolase domain 4; Q8VD66; AID 720543; purified mABHD4, FP-Rh probe fluorescence polarization; inhibition, % at 8.92 µM; hit rate 0.54% among 370,000;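 active means inhibition exceeding the mean over every tested compound plus 3 SD, cut at about 30% in these data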;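 further: 0% = plate median of compound wells and 100% = S159A mutant with DMSO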
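Assay system: mouse ABHD4 enzyme, wild type / Also added: fluorescent activity-based probe FP-Rh / Doses: single nominal dose of 8.92 µM, 0.89% DMSO final / Timing: 45 min compound pre-incubation plus 60 min probe step, 25 °C / Signal: FP readout, ex 525 nm / em 598 nm / Control set: S159A mutant/DMSO as 100%, compound-well median as 0%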
GC-A act – GC-A (human) enzyme activation; P16066; HEK293 GC-A cells, cGMP TR-FRET, EC30 ANP; 0% at EC30 ANP, 100% saturating ANP; activation, % at 10 µM; hit rate 0.14% among 370,000; AID 1671463; in the data active means activation above about 40%
SIAE inh – blocks human sialic acid acetylesterase | Q9HAT2 | hit rate 0.69% among 370,000 | AID 1053197 | SIAE FP-Rh probe binding, fluorescence polarization | inhibition, % at 9.66 µM;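 active means inhibition above a cutoff: mean of compounds within the control limits plus 3 SD of those, cut at about 17% in these data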;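 further: 0% = plate median of compound wells and 100% = probe without SIAE protein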
TCR-CD3 inh – inhibitors of human TCR-CD3 interaction | AID 651800 | TAMRA-labeled TCR probe fluorescence, biochemical | hit rate 0.37% among 360,000 | inhibition, % at 9.4 µM; in the data active means inhibition above about 19%;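 further: recombinant mutant TCR 2C K166C tagged with TAMRA read by polarization; 0% = receptor in buffer alone and 100% = receptor with positive control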
HTRA1 inhibitor – blocks human HTRA1 serine peptidase. Q92743. recombinant HTRA1, FP-rhodamine activity-based probe, fluorescence polarization. inhibition, % at 5.96 µM. hit rate 0.5% among 340,000. AID 504803; in the data active means inhibition above about 36%;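 further: 0% = enzyme with DMSO and 100% = wells lacking enzyme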
* marks the source's active call; other numbers are inactive results. The list is partial; count on the stated rates, not on these rows.

Results for CC(=O)[C@H]1[C@@H]2C(=O)N(c3cccc(Cl)c3)C(=O)[C@@H]2[C@H]2c3ccccc3C=CN21 ?
GC-B act: 1; PRMT1 inh: 7; UHRF1 binding: -6; rCAG RNA binder: 18; MBD2 inh: 1; ABHD4 inh: -1; GC-A act: 3; SIAE inh: -9; TCR-CD3 inh: 3; HTRA1 inhibitor: -11

Results for COCCN(C(=O)CSc1nnc(-c2cccs2)n1N)c1c(N)n(Cc2ccccc2)c(=O)[nH]c1=O ?
GC-B act: 7; PRMT1 inh: 0; UHRF1 binding: 0; rCAG RNA binder: -1; MBD2 inh: -2; ABHD4 inh: 2; GC-A act: 0; SIAE inh: 0; TCR-CD3 inh: 0; HTRA1 inhibitor: 6

How did Cc1cccc(-n2c(SCc3cc(=O)n4ccsc4n3)nc3ccccc3c2=O)c1 do in these assays?
GC-B act: 12; PRMT1 inh: 1; UHRF1 binding: 1; rCAG RNA binder: -4; MBD2 inh: 3; ABHD4 inh: -5; GC-A act: 9; SIAE inh: 0; TCR-CD3 inh: -9; HTRA1 inhibitor: 0

How did CC(C)COc1cccc(-c2cc(C(=O)N/N=C/c3ccncc3)c3ccccc3n2)c1 do in these assays?
GC-B act: 4; PRMT1 inh: -3; UHRF1 binding: 0; rCAG RNA binder: 4; MBD2 inh: 0; ABHD4 inh: -12; GC-A act: 1; SIAE inh: -73; TCR-CD3 inh: 5; HTRA1 inhibitor: -11

What do the screens show for `O=C(CN1CCN(S(=O)(=O)c2ccc(Br)cc2)CC1)Nc1ccc(F)cc1F`?
GC-B act: -7; PRMT1 inh: 0; UHRF1 binding: -1; rCAG RNA binder: -3; MBD2 inh: 4; ABHD4 inh: -3; GC-A act: -3; SIAE inh: 0; TCR-CD3 inh: 0; HTRA1 inhibitor: -8

How did CCN(Cc1ccccc1)C(=O)CCS(=O)(=O)c1ccc2c(c1)n(C)c(=O)c(=O)n2C do in these assays?
GC-B act: 1; PRMT1 inh: -2; UHRF1 binding: 1; rCAG RNA binder: 1; MBD2 inh: -3; ABHD4 inh: 3; GC-A act: -1; SIAE inh: 0; TCR-CD3 inh: 2; HTRA1 inhibitor: 3

Results for CCOC(=O)c1cccc(NC(=O)CCc2nnc3ccc(N4CCCCC4)nn23)c1 ?
GC-B act: -4; PRMT1 inh: -6; UHRF1 binding: 1; rCAG RNA binder: -5; MBD2 inh: -1; ABHD4 inh: -4; GC-A act: -1; SIAE inh: -1; TCR-CD3 inh: 5; HTRA1 inhibitor: -9

What do the screens show for `O=S(=O)(/N=C(/Nc1ccccn1)c1ccc(Cl)cc1)c1ccc(Cl)cc1`?
GC-B act: 1; PRMT1 inh: 2; UHRF1 binding: 3; rCAG RNA binder: 4; MBD2 inh: 3; ABHD4 inh: -1; GC-A act: -8; SIAE inh: 6; TCR-CD3 inh: 0; HTRA1 inhibitor: -3

Results for O=C(CSc1cccc(C(F)(F)F)c1)Nc1ccc(N2CCOCC2)cc1 ?
GC-B act: -2; PRMT1 inh: 2; UHRF1 binding: -1; rCAG RNA binder: 2; MBD2 inh: 0; ABHD4 inh: 10; GC-A act: 0; SIAE inh: 14; TCR-CD3 inh: 0; HTRA1 inhibitor: 16

Results for O=C(CN1CCC(N2CCCCC2)CC1)N1CCCc2ccccc21 ?
GC-B act: 1; PRMT1 inh: 4; UHRF1 binding: 5; rCAG RNA binder: -2; MBD2 inh: 10; ABHD4 inh: 23; GC-A act: 1; SIAE inh: 0; TCR-CD3 inh: -1; HTRA1 inhibitor: 12

What do the screens show for `CN(C)S(=O)(=O)c1ccc(S(=O)(=O)NCCN2CCOCC2)cc1`?
GC-B act: 2; PRMT1 inh: 0; UHRF1 binding: 0; rCAG RNA binder: -2; MBD2 inh: 5; ABHD4 inh: 3; GC-A act: 1; SIAE inh: 2; TCR-CD3 inh: 7; HTRA1 inhibitor: 8

Results for CC(C)(C)NC(=O)NC(=O)CSc1ccc(S(=O)(=O)N2CCCCC2)cn1 ?
GC-B act: 4; PRMT1 inh: -1; UHRF1 binding: -1; rCAG RNA binder: 0; MBD2 inh: -6; ABHD4 inh: -13; GC-A act: 2; SIAE inh: -8; TCR-CD3 inh: -3; HTRA1 inhibitor: -2

How did Cc1ccc(C(=O)NC2CCN(C(=O)N3CCOCC3)CC2)cc1 do in these assays?
GC-B act: -6; PRMT1 inh: -3; UHRF1 binding: 0; rCAG RNA binder: -4; MBD2 inh: 4; ABHD4 inh: 0; GC-A act: 2; SIAE inh: 5; TCR-CD3 inh: 5; HTRA1 inhibitor: 4

Results for Cc1ccc(Cl)cc1-n1c(=O)cc(N2CC(C)OC(C)C2)[nH]c1=O (stereo unspecified) ?
GC-B act: 5; PRMT1 inh: 2; UHRF1 binding: 2; rCAG RNA binder: 1; MBD2 inh: -5; ABHD4 inh: -7; GC-A act: 2; SIAE inh: 6; TCR-CD3 inh: 2; HTRA1 inhibitor: 8

What do the screens show for `CC(C)n1cc(CN2CCC(C(=O)Nc3cccc(-c4cscn4)c3)CC2)cn1`?
GC-B act: -7; PRMT1 inh: -3; UHRF1 binding: -3; rCAG RNA binder: -7; MBD2 inh: 1; ABHD4 inh: -2; GC-A act: 0; SIAE inh: 7; TCR-CD3 inh: 3; HTRA1 inhibitor: 7

How did C/C(=N/NC(=O)CNC(=O)/C=C/c1ccco1)c1ccc(Cl)cc1 do in these assays?
GC-B act: 1; PRMT1 inh: -3; UHRF1 binding: 1; rCAG RNA binder: 4; MBD2 inh: 0; ABHD4 inh: -2; GC-A act: 4; SIAE inh: -5; TCR-CD3 inh: 10; HTRA1 inhibitor: 4

What do the screens show for `O=c1c(-c2ccc(F)cc2)coc2c3c(ccc12)OCCO3`?
GC-B act: -3; PRMT1 inh: -3; UHRF1 binding: 0; rCAG RNA binder: -1; MBD2 inh: -1; ABHD4 inh: -1; GC-A act: -4; SIAE inh: 4; TCR-CD3 inh: 4; HTRA1 inhibitor: -5

What do the screens show for `Cc1ccc(S(=O)(=O)n2nc(OC(=O)C3CCCCC3)cc2N)cc1`?
GC-B act: -1; PRMT1 inh: 5; UHRF1 binding: 1; rCAG RNA binder: -1; MBD2 inh: 6; ABHD4 inh: 1; GC-A act: -2; SIAE inh: 36*; TCR-CD3 inh: 1; HTRA1 inhibitor: 4

What do the screens show for `CC(C)(C)NC(=O)C(c1cccs1)N(Cc1cccs1)C(=O)c1ccc(CN2CCOCC2)o1` (stereo unspecified)?
GC-B act: -5; PRMT1 inh: 2; UHRF1 binding: 8; rCAG RNA binder: -7; MBD2 inh: 3; ABHD4 inh: 4; GC-A act: 1; SIAE inh: -1; TCR-CD3 inh: -7

What do the screens show for `O=C(c1cc2ccccc2o1)N1CCCC1`?
GC-B act: -5; PRMT1 inh: 0; UHRF1 binding: 0; rCAG RNA binder: 2; MBD2 inh: -1; ABHD4 inh: 1; GC-A act: -4; SIAE inh: -1; TCR-CD3 inh: 7; HTRA1 inhibitor: -6

What do the screens show for `CCC1(C)NC(=O)N(CC(=O)N2CCN(c3cccc(Cl)c3)CC2)C1=O` (stereo unspecified)?
GC-B act: 2; PRMT1 inh: -1; UHRF1 binding: 1; rCAG RNA binder: -1; MBD2 inh: -4; ABHD4 inh: -2; GC-A act: 0; SIAE inh: 10; TCR-CD3 inh: -5; HTRA1 inhibitor: -3

How did CCOc1ccc(CNC(=O)CCc2cn(C)c3ccccc23)cc1 do in these assays?
GC-B act: -5; PRMT1 inh: 0; UHRF1 binding: 2; rCAG RNA binder: -6; MBD2 inh: -1; ABHD4 inh: -2; GC-A act: -1; SIAE inh: 4; TCR-CD3 inh: 3; HTRA1 inhibitor: -5

What do the screens show for `CC(=O)N1C[C@@H](CO)[C@@H](N(C)C(=O)c2ccco2)C[C@H]1c1ccccc1`?
GC-B act: 2; PRMT1 inh: 2; UHRF1 binding: -3; rCAG RNA binder: 0; MBD2 inh: 2; ABHD4 inh: 2; GC-A act: -3; SIAE inh: 11; TCR-CD3 inh: 2

Results for CCOc1ccccc1CNC(=O)Cn1ccc2cc(S(=O)(=O)N3CCCC3)ccc21 ?
GC-B act: 0; PRMT1 inh: 4; UHRF1 binding: 0; rCAG RNA binder: 1; MBD2 inh: 1; ABHD4 inh: 8; GC-A act: 0; SIAE inh: -4; TCR-CD3 inh: 3; HTRA1 inhibitor: -8

Results for COc1ccc2cc3cc(C(=O)NCCc4ccc(OC)c(OC)c4)oc3nc2c1 ?
GC-B act: 1; PRMT1 inh: -3; UHRF1 binding: -5; rCAG RNA binder: -4; MBD2 inh: 2; ABHD4 inh: 0; GC-A act: 10; SIAE inh: 0; TCR-CD3 inh: 8; HTRA1 inhibitor: -18

How did CCOC(=O)c1ccc(N2C(=O)C3CCOc4ccccc4C32)cc1 (stereo unspecified) do in these assays?
GC-B act: 2; PRMT1 inh: 1; UHRF1 binding: 1; rCAG RNA binder: -3; MBD2 inh: 2; ABHD4 inh: -8; GC-A act: 1; SIAE inh: 1; TCR-CD3 inh: 0; HTRA1 inhibitor: 2

Results for CC1CC(C)CN(S(=O)(=O)c2ccc(C(=O)Nc3sccc3C(N)=O)cc2)C1 (stereo unspecified) ?
GC-B act: -3; PRMT1 inh: 0; UHRF1 binding: -1; rCAG RNA binder: 10; MBD2 inh: -5; ABHD4 inh: -16; GC-A act: -2; SIAE inh: -14; TCR-CD3 inh: 2; HTRA1 inhibitor: -35

What do the screens show for `CC(C)C(NC(=O)c1ccc(C(C)(C)C)cc1)C(=O)Nc1ccc(N2CCOCC2)cc1` (stereo unspecified)?
GC-B act: 2; PRMT1 inh: 2; UHRF1 binding: 15; rCAG RNA binder: 0; MBD2 inh: 9; ABHD4 inh: 6; GC-A act: 1; SIAE inh: 5; TCR-CD3 inh: -3; HTRA1 inhibitor: 5

3 compounds picked at random from the list so far:
How did CCOc1ccc(CNC(=O)CCc2cn(C)c3ccccc23)cc1 do in these assays?
GC-B act: -5; PRMT1 inh: 0; UHRF1 binding: 2; rCAG RNA binder: -6; MBD2 inh: -1; ABHD4 inh: -2; GC-A act: -1; SIAE inh: 4; TCR-CD3 inh: 3; HTRA1 inhibitor: -5

What do the screens show for `CCC1(C)NC(=O)N(CC(=O)N2CCN(c3cccc(Cl)c3)CC2)C1=O` (stereo unspecified)?
GC-B act: 2; PRMT1 inh: -1; UHRF1 binding: 1; rCAG RNA binder: -1; MBD2 inh: -4; ABHD4 inh: -2; GC-A act: 0; SIAE inh: 10; TCR-CD3 inh: -5; HTRA1 inhibitor: -3

What do the screens show for `CC(=O)N1C[C@@H](CO)[C@@H](N(C)C(=O)c2ccco2)C[C@H]1c1ccccc1`?
GC-B act: 2; PRMT1 inh: 2; UHRF1 binding: -3; rCAG RNA binder: 0; MBD2 inh: 2; ABHD4 inh: 2; GC-A act: -3; SIAE inh: 11; TCR-CD3 inh: 2
